# Hep lipid drop: modulators of hepatic lipid droplet formation | AML12 mouse hepatocytes, oleate lipid droplets, BODIPY imaging | inhibition, % at 6.5 µM | 240,000 tested, 0.4% active;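 active = lipid droplet intensity inhibited by at least 50%, with more than 500 cells counted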
#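 Assay system: AML12 hepatocytes (mouse); Probe or stimulus: oleic acid at 100 µM to induce lipid droplet formation; Dosing: compound at 6.5 µM only; Schedule: compound with oleate, overnight; Detection: fluorescence imaging, 20x objective, two fields per well; Measure: % inhibition of lipid droplet signal.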
# T cell HTS: T cell immune modulators affecting CD8 T cell-vesicle binding; AID 2052; 2C CD8+ T cell-vesicle binding, flow cytometry; stronger effect = lower value; calls only at 7 µM; 330,000 tested, 0.068% active;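 active = response, share of CD8 T cells binding vesicles, and their 90th percentile fluorescence all below set limits, cut at about 80% in these data, passing the limit was not always enough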
#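 Material: murine 2C transgenic CD8+ T lymphocytes / Also added: QL9-peptide-loaded Drosophila micro-vesicles bearing Ld, ICAM-1 and B7-1 / Schedule: binding step 1.5 h, 37 °C, antibody labelling 20 min, ice / Signal: flow cytometry, PE anti-B7-1 (FL2) versus Alexa647 anti-CD8 (FL8), PFA-fixed / Evaluation: percent CD8+ FL2 mean versus row control / Benchmarks: naked versus QL9-loaded vesicles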
# Hep lipid drop cells 6.5 µM: also measured in Hep lipid drop; calls as there; cell count; measured here: cell count, cytotoxicity flag;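 cells counted across two imaged fields per well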
# T cell HTS vesicle-bound %: also measured in T cell HTS; calls as there; double positive events, %; measured here: CD8+ vesicle-bound cell fraction;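 binding gate set so that unloaded-vesicle control wells show 10% double positive cells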
# * marks the source's active call; other numbers are inactive results; i = inactive. Some of the compounds tested; count on the stated rates, not on these rows.
SMILES,Hep lipid drop,Hep lipid drop cells 6.5 µM,T cell HTS,T cell HTS vesicle-bound %
CN1CCN(C(=O)c2cc(COc3ccccc3)on2)[C@@H](c2ccccc2)C1,-3.7,842,i,43.2
Cc1ccc(NCc2ccc(C)s2)cc1,-8.0,821,i,62.0
Nc1nonc1C(=O)N/N=C\c1cc2c(cc1Cl)OCO2,-6.6,710,i,24.1
CCc1ccc2c(CN3CCN(Cc4ccccc4)CC3)cc(=O)oc2c1,-32.8,788,i,19.5
COc1ccc(OCc2ccc(/C=N\NC(=O)c3sccc3C)o2)cc1,12.6,671,i,11.7
Cc1ccc(S(=O)(=O)N2CCOCC2)s1,1.2,794,i,11.1
CCS(=O)(=O)C1=NN2C(=N)/C(=C\c3ccc(OC(=O)c4ccco4)cc3)C(=O)N=C2S1,-2.1,707,i,33.9
COc1ccc(-c2cc(C(=O)NC3CCCC3)c3ccccc3n2)cc1,-30.2,812,i,10.3
COc1ccc(CCNC(=O)CN2C(=O)COc3ccc(S(=O)(=O)N4CCCC4)cc32)cc1OC,-77.2,754,i,20.7
COCCNc1c2c(nc3ccccc13)CCC2,4.3,820,i,64.5
CSCC[C@@H](CO)NC(=O)c1ccc2nc(C3CCCCC3)oc2c1,-2.2,773,i,58.3
O=C(CN1CCN(C(=O)N2CCOCC2)CC1)Nc1cc(Cl)ccc1Cl,6.2,714,i,42.7
O=C(Cn1c2ccc(F)cc2c2nc3n(c(=O)c21)CCS3)NCC1CCCO1 (stereo unspecified),6.5,838,i,15.4
CC1CCN(CCNC(=O)c2ccc3c(=O)n(Cc4ccc(Cl)cc4)c(=S)[nH]c3c2)CC1,7.6,693,i,36.4
CS(=O)(=O)Nc1ccc(C(=O)Nc2ccc3ccccc3c2)cc1,1.1,750,i,50.8
O=S(=O)(Cc1nnnn1-c1ccccc1)c1ccc(Cl)cc1,-13.8,807,i,69.4
O=C(C1CCOCC1)N1CCCC(N2CCN(c3ccc(F)cc3)CC2)C1 (stereo unspecified),4.3,688,i,9.6
O=C(CSc1nnc(CNC(=O)c2cccc(C(F)(F)F)c2)o1)NCC1CCCO1 (stereo unspecified),-7.0,685,i,6.9
CN(/N=C/c1ccccc1O)C(=S)c1ccccc1,12.4,829,i,57.4
CCC(Oc1ccccc1)C(=O)Nc1ccccc1N1CCCCC1 (stereo unspecified),-12.3,803,i,46.4
CCOc1ccc(CCNC(=O)c2cc(-c3ccccc3)c(N3CCOCC3)s2)cc1OCC,100.5*,775*,i,12.8
CCc1nnc(NC(=O)CC(C)c2ccccc2)s1 (stereo unspecified),-0.3,800,i,8.3
O=C(NCCc1cccc(F)c1)C1CCN(S(=O)(=O)c2ccccc2)CC1,-45.6,840,i,47.8
CCCc1cc(C(=O)Nc2cc(OC)ccc2OC)cs1,3.0,821,i,10.0
Cc1ccc(N(CC(=O)NCc2ccc(F)cc2)S(=O)(=O)c2c(C)nn(C)c2C)cc1,-26.4,790,i,29.5
CC(C)C[C@@H](NC(=O)C1CCC(CNC(=O)[C@@H]2CCCN2C(=O)OC(C)(C)C)CC1)C(=O)O (stereo partly specified),0.3,801,i,46.0
CCN(c1ccccc1)S(=O)(=O)c1ccc(C(=O)N(CCCN(C)C)c2nc3cc4c(cc3s2)OCO4)cc1,-3.8,688,i,66.2
CCN(CC)CCCNC(=O)CN1N=C(c2ccc(OC)cc2)CCC1=O,15.4,848,i,53.0
O=C(c1cc2cc3ccc(Cl)cc3nc2o1)N1CCCCCC1,14.6,754,i,57.4
COc1ccc(CN2CCNC(=O)C2CC(=O)NCCCC2CCCC2)c(F)c1 (stereo unspecified),4.7,696,i,52.9
Cc1ccc(NC(=O)CS(=O)CC(=O)Nc2cnc3ccccc3c2)cc1Cl (stereo unspecified),16.3,787,i,39.5
COc1ccc(N2CCN(C(=S)Nc3ccccc3)CC2)cc1,-4.4,781,i,51.9
CCCCN(Cc1ccccc1)S(=O)(=O)c1c(N)n(C)c(=O)n(C)c1=O,-6.9,888,i,30.0
O=C(COc1ccccc1Cl)NCCNC(=O)c1ccccn1,-11.4,793,i,33.8
COc1cc(CNCc2cccc(OC)c2OC)cc(OC)c1,-6.4,826,i,63.1
c1ccc(-c2cc3ccccc3[nH]2)cc1,8.8,774,i,28.1
COc1ccc(C(C[N+](=O)[O-])c2c(C)[nH]n(-c3ccccc3)c2=O)cc1 (stereo unspecified),5.7,822,i,20.8
Cc1ccccc1CNC(=O)Cn1cnc(S(=O)(=O)N2CCCC2)c1,-12.9,699,i,27.5
COc1ccccc1C(=O)Nc1ccnn1C1CCN(C)CC1,2.7,700,i,26.8
CCOC(=O)c1cc2ccccc2n1CC(=O)c1ccccc1,-9.3,815,i,56.2
CC(COS(N)(=O)=O)Cc1ccc(C(F)(F)F)cc1 (stereo unspecified),-0.2,818,i,24.5
O=C(NCCN1CCN(c2ccccc2)CC1)Nc1ccc(Cl)cc1,-5.2,822,i,27.2
NC(=O)C1CCN(C(=O)CC(c2ccccc2)c2ccccc2)CC1,-3.0,793,i,61.3
O=C(c1ccco1)N1CCN(C(=S)Nc2ccc(F)cc2)CC1,15.5,748,i,11.1
CCCCn1c(CCc2ccccc2)nc2cc3[nH]c(=O)c(C(C)C)nc3cc21,6.5,840,i,45.8
CCCc1ccc(OCc2ccc(C(=O)N3CCCC3)o2)cc1,1.7,840,i,32.0
Cc1ccc2c(C(=O)CN3CCC(C(N)=O)CC3)c(C)[nH]c2c1,5.9,799,i,42.6
N/C(=N\OC(=O)C1CCCCC1)c1ccc(Cl)cc1,-16.3,590,i,59.6
O=C(NCc1ccccc1OC(F)(F)F)C1CCC(=O)N(Cc2ccccn2)C1 (stereo unspecified),17.6,688,i,6.0
CCOc1ccccc1NC(=O)N1CCCc2ccccc21,-4.7,867,i,54.1
COCCCNC(=O)C(=O)NCC(c1ccco1)N1CCN(c2ccc(OC)cc2)CC1 (stereo unspecified),29.3,739,i,33.0
O=C(NCCNC(=O)c1ccccc1Cl)c1ccco1,0.5,829,i,18.1
N/C(=N\OC(=O)c1ccncc1)c1cccc([N+](=O)[O-])c1,-0.3,858,i,43.1
COc1ccccc1NC(=O)c1ccc(NC2=NC3CS(=O)(=O)CC3S2)cc1 (stereo unspecified),-14.9,665,i,28.3
COC(=O)CNC(=O)Cn1c(=O)n(Cc2ccc(F)cc2)c(=O)c2sccc21,1.7,873,i,45.4
Cc1cccc(C(=O)NCCCNC(=O)c2cccc(C)c2)c1,16.0,683,i,10.3
COCCn1cc(C(=O)NCCN(C)C)c2c3ccccc3n(C)c2c1=O,0.6,836,i,24.5
CC(=O)c1cccc(OCC(=O)N2CCCc3ccccc32)c1,1.9,767,i,25.8
C/C(=N\NC(=O)c1nnn(-c2nonc2N)c1-c1ccccc1)c1cccnc1,-3.0,686,i,18.8
Cc1ccc(NC(=O)c2cnccn2)c(Br)c1,-3.0,739,i,54.2

# Part of the list above, limited to Hep lipid drop:
canonical_smiles,Hep lipid drop
O=C(c1ccco1)N1CCN(C(=S)Nc2ccc(F)cc2)CC1,15.5
CCCCn1c(CCc2ccccc2)nc2cc3[nH]c(=O)c(C(C)C)nc3cc21,6.5
CCCc1ccc(OCc2ccc(C(=O)N3CCCC3)o2)cc1,1.7
Cc1ccc2c(C(=O)CN3CCC(C(N)=O)CC3)c(C)[nH]c2c1,5.9
N/C(=N\OC(=O)C1CCCCC1)c1ccc(Cl)cc1,-16.3
O=C(NCc1ccccc1OC(F)(F)F)C1CCC(=O)N(Cc2ccccn2)C1 (stereo unspecified),17.6
CCOc1ccccc1NC(=O)N1CCCc2ccccc21,-4.7

# Ordered by length of the SMILES (lowest first): part of the list above.
SMILES,Hep lipid drop,Hep lipid drop cells 6.5 µM,T cell HTS,T cell HTS vesicle-bound %
Cc1ccc(NC(=O)c2cnccn2)c(Br)c1,-3.0,739,i,54.2
N/C(=N\OC(=O)c1ccncc1)c1cccc([N+](=O)[O-])c1,-0.3,858,i,43.1
CCCCn1c(CCc2ccccc2)nc2cc3[nH]c(=O)c(C(C)C)nc3cc21,6.5,840,i,45.8

# Further structures follow:
SMILES,Hep lipid drop,Hep lipid drop cells 6.5 µM,T cell HTS,T cell HTS vesicle-bound %
CCC(=O)Nc1cccc(-c2ccc(N3CCC(C)CC3)nn2)c1,-7.2,691,i,37.1
O=C(NCC(=O)N1CCN(c2ccccc2O)CC1)c1ccc2c(c1)OCO2,-2.3,809,i,42.1
CC(C)(C)C(=O)Nc1ccc(C(=O)Nc2cc(NC(=O)c3ccc(NC(=O)C(C)(C)C)cc3)cc(C(=O)O)c2)cc1,4.4,848,i,55.7
COc1ccccc1C(=O)Nc1c2c(nn1-c1ccc([N+](=O)[O-])cc1)CS(=O)(=O)C2,4.5,702,i,7.1
CCOC(=O)c1nc(Nc2ccc(OC)cc2)c2ccccc2n1,15.2,820,i,45.0
CN1CCCN(C(=O)c2cccc(Cl)c2)CC1,11.2,864,i,51.7
O=C(Nc1ccc2oc(-c3ccccc3F)nc2c1)c1ccc([N+](=O)[O-])o1,5.7,816,i,14.0
COc1ccc(-n2c(SCC(=O)NCC3CCCO3)nc3c(c2=O)SC(C)C3)cc1 (stereo unspecified),9.5,829,i,71.2
COc1cccc(N2CCN(C(=O)c3ccc(CS(=O)Cc4ccc(C)cc4)o3)CC2)c1 (stereo unspecified),-2.5,769,i,19.3
CCOc1ccc(Cl)cc1CNCCCSc1ncccn1,-9.7,844,i,32.0
Cc1ccc(NC(=O)c2cc(-c3cc(C)c(C)cc3O)n[nH]2)cc1C,-9.8,809,i,31.9
O=S(=O)(NCCCc1ccccc1)c1ccc(F)c(F)c1,-2.9,801,i,25.7
CSc1ccc(/C=C(\NC(=O)c2ccco2)C(=O)N2CCCCC2)cc1,-7.3,611,i,63.1
S=C(Nc1ccc(Cl)cc1)Nc1ccc2c(c1)OCCO2,-4.7,706,i,14.7
COc1ccccc1CNC(=S)NCc1ccc(Cl)cc1,-13.0,836,i,12.0
COc1ccc(NS(=O)(=O)NC(=O)c2c[nH]c3ccccc23)cc1,4.5,790,i,26.0
Cc1ccc(C)c(N2C(=O)CC(Cc3ccc(Cl)cc3)C2=O)c1 (stereo unspecified),-13.3,776,i,51.2
C=CCc1cccc(CNc2ccc(S(=O)(=O)Nc3nccnc3OC)cc2)c1O,-4.4,849,i,24.4
O=C(CCN1C(=O)[C@@H]2Cc3ccccc3CN2C1=O)NCCc1ccccc1,5.4,672,i,27.4
O=C(Cn1nnc(-c2ccccc2Cl)n1)N1CCCCC1,1.2,837,i,67.4
NC(=O)c1ccc(C(=O)N/N=C/c2cccc(Oc3ccccc3)c2)cc1,0.7,818,i,60.7
Cc1ccc2nc(C)cc(C(=O)N3CCCC(N4CCN(c5ccccc5C)CC4)C3)c2c1 (stereo unspecified),0.0,854,i,62.4
O=C(Cc1ccccc1[N+](=O)[O-])N1CCN(S(=O)(=O)c2ccccc2)CC1,-6.7,645,i,64.6
CCc1nn(CC(=O)NCCC2=CCCCC2)c(=O)c2cc3cc(F)ccc3n12,4.7,749,i,44.2
COc1cc(C(=O)CSc2nccn2C)cc(OC)c1OC,-0.8,798,i,19.4
Cc1ccc(-c2nnc(SCC(=O)N(CC(C)C)c3c(N)n(Cc4ccccc4)c(=O)[nH]c3=O)n2N)cc1,-0.1,801,i,6.9
O=C(c1cnc(Cl)c(Cl)c1)N1CCN(S(=O)(=O)c2ccc(F)cc2)CC1,3.6,803,i,44.6
CCNNC(=O)C(O)(Cc1ccccc1)Cc1ccccc1,-24.5,780,i,55.4
O=C(Nc1ccc(F)c(F)c1)C1CCCN1S(=O)(=O)c1ccc(F)cc1 (stereo unspecified),-15.0,786,i,6.4
Cc1nc2c3ccccc3nc(NNC(=O)CCC(=O)N3CCC(C)CC3)n2n1,-16.6,662,i,2.3
COC(=O)c1cc(-c2ccc(Br)cc2)c2c(=O)n(C)c(=O)n(C)c2n1,2.6,794,i,59.4
COc1ccc(NC(=O)CSc2ccc3nnc(-c4ccccn4)n3n2)cc1OC,-0.4,844,i,61.2
CS(=O)(=O)N(Cc1cccc(CN(C(C(=O)O)c2ccccc2)S(C)(=O)=O)c1)C(C(=O)O)c1ccccc1 (stereo unspecified),12.9,811,i,11.0
Cc1cc2c(cc1S(=O)(=O)NCCc1ccc(Cl)cc1)OCC(=O)N2,-6.7,736,i,12.7
COc1cc(C2=NOC(C(=O)Nc3ccc4c(c3)OCO4)C2)cc(OC)c1OC (stereo unspecified),9.2,836,i,15.6
CC1=C(C(=O)Nc2ccccc2C(=O)NCCCOC(C)C)SCCO1,3.6,810,i,42.7
CCn1ncc(Br)c1C(=O)Nc1ccccc1C(F)(F)F,26.5,829,i,25.5
COc1ccc(-c2nc3n(c(=O)c2C#N)CCS3)c(OC)c1,3.9,786,i,42.6
CCOC(=O)N1CCN(S(=O)(=O)N2CCCC(C(=O)NCc3cccc(OC)c3)C2)CC1 (stereo unspecified),-14.0,652,i,48.6
